Source: PubChem (National Center for Advancing Translational Sciences (NCATS))
GAA spleen mod: qHTS Assay for Inhibitors and Activators of Human alpha-Glucosidase From Spleen Homogenate; Lysosomal alpha-glucosidase (Homo sapiens), P10253; human spleen homogenate, 4-MU-alpha-glucoside fluorescence; Potency, µM (titrated, usually from 79.9 µM), without a hit: at the top dose activity change, negative = inhibition, actives largely listed as inhibitors; actives 0.006% (n = 240,000); AID 2112, 2009;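 note: potency is the fitted concentration of half-maximal effect; 0% = enzyme with vehicle and -100% = no enzyme basal signal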
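Compounds were titrated against alpha-glucosidase in spleen homogenate at pH 5.0, with 1 mM 4-methylumbelliferyl substrate for 40 min at 37 C. Reactions were quenched with pH 10 NaOH/glycine and fluorescence measured.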
HttQ103 aggreg: qHTS Multiplex Assay to Identify Dual Action Probes in a Cell Model of Huntington: Aggregate Formation (GFP) | actives 1.1% (n = 220,000) | AID 1688, 2009 | Potency, µM (titrated, usually from 46.1 µM), inactives show at the top dose activity change, negative = inhibition, actives largely listed as inhibitors | PC12 HttQ103-GFP aggregates, Acumen cytometry, 40 h; note: potency is the fitted concentration of half-maximal effect; % is set by controls: 0 for no effect and ±100 for the full control effect; nearly all actives have a fitted effect of over 60% in size
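Multiplexed with ATP-based cell death, this channel scores GFP aggregates in PC12 cells expressing inducible HTTex1-Q103-GFP. Induction used 100 nM tebufenozide; compounds were tested in concentration series.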
CBFb-RUNX1 inh: qHTS Assay for Compounds Blocking the Interaction Between CBF-beta and RUNX1 for the Treatment of Acute Myeloid Leukemia | 230,000 tested, under 10 active | AlphaScreen CBFb-His/RUNX1-biotin binding, biochemical | Potency, µM (doses to about 59.8 µM), for the others: at the top dose activity, negative = inhibition, most hits filed as inhibitors | Runt-related transcription factor 1 (Homo sapiens) + Core-binding factor subunit beta …; note: % of control where 0% means no effect
Target sequence (Q01196 whole entry, looked up): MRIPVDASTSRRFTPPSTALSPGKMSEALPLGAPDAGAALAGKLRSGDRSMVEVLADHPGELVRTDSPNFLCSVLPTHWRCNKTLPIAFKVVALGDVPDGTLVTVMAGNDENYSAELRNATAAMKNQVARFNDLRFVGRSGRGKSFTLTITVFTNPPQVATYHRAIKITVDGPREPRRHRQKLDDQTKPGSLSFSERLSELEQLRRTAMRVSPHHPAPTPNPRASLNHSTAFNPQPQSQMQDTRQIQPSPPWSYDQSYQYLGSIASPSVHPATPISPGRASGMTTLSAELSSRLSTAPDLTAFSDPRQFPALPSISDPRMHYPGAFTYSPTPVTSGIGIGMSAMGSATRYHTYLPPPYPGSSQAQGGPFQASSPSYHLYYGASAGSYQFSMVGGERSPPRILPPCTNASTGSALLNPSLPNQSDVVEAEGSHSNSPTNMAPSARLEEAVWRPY
Target sequence (Q13951 whole entry, looked up): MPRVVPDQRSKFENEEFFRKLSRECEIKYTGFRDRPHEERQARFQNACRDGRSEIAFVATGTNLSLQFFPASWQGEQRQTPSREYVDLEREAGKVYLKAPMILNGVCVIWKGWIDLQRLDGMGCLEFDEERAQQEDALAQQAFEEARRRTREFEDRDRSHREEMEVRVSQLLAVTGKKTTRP
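AlphaScreen proximity signal reports loss of binding between His-tagged CBF-beta and biotin-labelled RUNX1, each at 30 nM. Proteins are pre-associated for 20 minutes, compounds added for 15 minutes, then beads for 90 minutes, all at ambient temperature.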
GAA glycogen mod: qHTS Assay for Inhibitors and Activators of Human alpha-Glucosidase Cleavage of Glycogen; Lysosomal alpha-glucosidase (Homo sapiens), P10253; recombinant GAA, glycogen substrate, Amplex Red glucose oxidase fluorescence; Potency, µM (doses to about 76.4 µM), inactives show top-dose activity change, negative = inhibition, hits mostly inhibitors; actives 0.38% (n = 300,000);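 note: potency is the fitted concentration of half-maximal effect; 0% = full enzyme reaction and -100% = no-enzyme basal signal; the screen sought inhibitors and activators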
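qHTS, 1536-well; enzyme 4 nM final; cpd up to 77 uM; substrate bovine liver glycogen 30 ug; 50 mM citrate/phosphate pH 5.0, 0.01% Tween-20; 37 C, 40 min; Amplex Red detection 45 min RT; Hill fit → AC50.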
HTT ATP protect: qHTS Multiplex Assay to Identify Dual Action Probes in a Cell Model of Huntington: Cytoprotection (ATP). Potency, µM (top dose mostly 56.4 µM), without a hit: cytoprotection (ATP increase), most hits filed as activators. actives 0.14% (n = 230,000). PC12 HTT-Q103 induced, cytoprotection, ATP luminescence, 40 h;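 note: potency is the fitted concentration of half-maximal effect; % of control where 0% means no effect; nearly all actives have a fitted effect of over 45% in size; toxic huntingtin expression switched on by the ecdysone agonist tebufenozide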
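PC12 cells stably carrying ecdysone-inducible Htt exon 1 (Q103)–GFP were induced with 100 nM tebufenozide (final) alongside library compounds in a dose series. Cytoprotection was scored as retained ATP by ATPlite luminescence.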
GAA inhib: qHTS Assay for Inhibitors of Human alpha-Glucosidase as a Potential Chaperone Treatment of Pompe Disease; Lysosomal alpha-glucosidase (Homo sapiens), P10253; Potency, µM (titrated, usually from 76.9 µM), for inactives: top-dose activity change, negative = inhibition, actives largely listed as inhibitors; AID 1466, 2008; actives 0.005% (n = 200,000); purified human GAA, 4-MU-alpha-glucoside fluorescence;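 note: potency is the fitted concentration of half-maximal effect; plate controls were uninhibited enzyme wells for no effect and no-enzyme background for full effect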
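Read-out is 4-methylumbelliferone fluorescence (Ex 365/Em 440 nm) after NaOH/glycine stop at pH 10. Enzyme 4 nM, substrate 400 uM, pH 5.0 citrate buffer, 20 min room temperature; AC50 from Hill-equation concentration-response.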
LMNA splice mod: qHTS Assay for Modulators of Lamin A Splicing. HeLa LMNA splicing GFP/RFP minigene ratio, 48 h. AID 1487, 2009. actives 0.01% (n = 200,000). Potency, µM (titrated, usually from 46.1 µM), for inactives: at the highest dose ratio change, negative = inhibition, hits mostly inhibitors; active = well fitted inhibition curve with a large enough effect in the signal ratio, with a control signal flat, not every such curve was filed as active; inconclusive = small, poorly fitted or top-dose-only effect, or effect the other way, or a change in a side signal; the % refers to the signal ratio; note: potency is the fitted concentration of half-maximal effect; % is set by controls: 0 for no effect and ±100 for the full control effect
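S3 HeLa stable clones carrying a lamin A-EGFP splicing minigene plus DsRed2 were seeded at 600 cells/well in Opti-MEM with 2% FBS, pin-dosed and incubated 48 h at 37°C. Acumen cytometry (488 nm) gave the GFP/RFP total-intensity ratio.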
The depositor's hits bear a star; ? = inconclusive; · = not tested or not shown; & = joins results of further samples; [ ] = dose if it differs, or a comment. Unless noted, calls come from the whole dose curve; as a rule, active = well fitted curve in the direction sought with a large enough effect; inconclusive = small, poorly fitted or top-dose-only effect, or another doubt; inactive = no such curve, though single readings can be large; an effect the other way counts as inactive or inconclusive.

smiles,CBFb-RUNX1 inh,GAA glycogen mod,HttQ103 aggreg,HTT ATP protect,GAA inhib,LMNA splice mod,GAA spleen mod
CC(C)CN(CC(C)C)S(=O)(=O)N1CCC(C(=O)NCc2cccs2)CC1,0%,0%,-5%,2%,2%,9%,-19%
CS(=O)(=O)NCCn1ccc2ccccc21,5%,1%,?,12%,1%,13%[9.22 µM],-4%
C/C(=N\Nc1ncc(Cl)cc1Cl)c1ccc2c(c1)OCO2,-10%,-20%,14%,-37%,4%,2%[46 µM],0%
CN(CCc1ccccn1)C(=O)CCNC(=O)Cn1cnc2ccccc2c1=O,3%,2%,2%,?,-9%,-11%,-20%
O=C1NC(c2ccccc2)=C(c2ccc3ccccc3n2)C(c2ccc(F)cc2)N1 (stereo not drawn),-2%,5%,-2%,6%[10 µM],?,-17%,-10%
COc1ccccc1-n1cc(-c2ccc([N+](=O)[O-])cc2)[nH]c1=S,-4%,1%,1%[9.22 µM],8%[10 µM],-2%,·,-9%
Cc1nc2ccccc2n1/C(=N/S(=O)(=O)c1ccc(Br)cc1)c1ccccc1,-2%,1%,6%,5%[10 µM],4%,-3%,3%
COc1cc(NC(=O)c2cccs2)c(OC)cc1NC(=O)CCC(=O)Nc1ccc2ncccc2c1,14%,-7%,-10%[9.22 µM],5%[10 µM],-13%,?,1%
c1ccc2c(NC3C4CC5CC(C4)CC3C5)nc(N3CCOCC3)nc2c1 (stereo not drawn),7%,19%,?,-111%[inhibitor],?,?,14%
CN(CC(=O)NC(c1ccccc1)c1ccccc1)Cc1nc2ccccc2c(=O)[nH]1,-2%,-13%,11%,3%[10 µM],-14%,11%,-3%
Cn1c2c(c(=O)n(C)c1=O)C1c3cc(Cl)ccc3OCC1CO2 (stereo not drawn),3%,4%,0%,10%,-2%,6%,3%
CCC1CCCCN1C(=O)COC(=O)c1ccc(S(=O)(=O)N2CCOCC2)cc1 (stereo not drawn),11%,-4%,-20%,-5%[10 µM],-4%,3%,4%
O=C(CCN1CCOCC1)N/N=C/c1cc(Br)cc(Br)c1O,-17%,-2%,-12%[9.22 µM],1%[10 µM],-6%,?,-4%
OCc1ccccc1NC(=S)Nc1cccnc1,-3%,7%,-7%,18%,-4%,-8%,2%
CC1CCCCN1C(=O)Cc1ccc(F)cc1 (stereo not drawn),6%,-2%,1%,2%[0.074 µM],-2%,0%,-8%
CCCCSc1nc(C)[nH]c1[N+](=O)[O-],0%,6%,-4%,4%,0%,7%,-4%
Cc1c(C(=O)OC(C)C(C)C[N+](C)(C)C)oc2ccccc12 (stereo not drawn),-2%,2%,7%,-11%[10 µM],0%,?,-9%
Cc1ccc(-c2nc3ccccc3s2)cc1NC(=S)NC(=O)/C=C/c1ccco1,-5%,6%,-4%,-53%[inhibitor],-1%,?,1%
N=C1S/C(=C\c2ccccc2)C(=O)N1c1ccc(F)cc1,1%,-1%,7%,-18%[10 µM],1%,-3%,-2%
O=C(COc1cccc2cccnc12)N/N=C/c1ccc(O)cc1,2%,-33%,26%,-12%[10 µM],-3%,?,4%
Cc1nc2cc(NC(=O)N3CCCCC3)ccc2n1C,-4%,3%,9%,3%[10 µM],-3%,-3%,-8%
Cc1c(NC(=O)CSc2nc3ccccc3n2C)c(=O)n(-c2ccccc2)n1C,2%,5%,18%,-2%,1%,-9%,-6%
O=C(O)COc1cccc(-c2ocnc2-c2nc(-c3ccccc3)c(-c3ccccc3)o2)c1,8%[21.7 µM],·,·,-1%,·,·,1%
O=P(O)(c1ccc(Cl)cc1)c1ccc(Cl)cc1,1%,4%,-16%,-8%,-6%,4%,6%
COc1cc2c(cc1OC)C(Nn1cnnc1)=NC1(CCCC1)C2,7%,2%,2%[9.22 µM],16%[10 µM],·,·,1%

Next section (two carried over from the part before).
smiles,CBFb-RUNX1 inh,GAA glycogen mod,HttQ103 aggreg,HTT ATP protect,GAA inhib,LMNA splice mod,GAA spleen mod
O=P(O)(c1ccc(Cl)cc1)c1ccc(Cl)cc1,1%,4%,-16%,-8%,-6%,4%,6%
COc1cc2c(cc1OC)C(Nn1cnnc1)=NC1(CCCC1)C2,7%,2%,2%[9.22 µM],16%[10 µM],·,·,1%
CCOC(=O)COc1ccc2c(c1)c(C(=O)OCC)c(C)n2CC,12%,-1%,-1%,4%,-9%,-1%,-2%
COc1ccc(NC(=S)NC(=O)/C=C/c2ccco2)cc1,-15%,-2%,-8%,-3%,0%,?,0%
O=c1cccc2n1Cc1cc3ccccc3nc1-2,6%[2.36 µM],7%,18%,·,?,-7%,?
C=CCNC(=S)NNC(=O)c1ccc(Br)o1,0%,-9%,-4%,·,-1%,20%,5%
O=C(CSc1ccc2nnc(-c3cccc(F)c3)n2n1)NCC1CCCO1 (stereo not drawn),8%,-18%,-2%,-8%,-1%,8%,0%
Cc1ccc(C(=O)OCC(=O)Nc2ncc(C(F)(F)F)cc2Cl)cc1NC(=O)c1ccco1,-7%,1%,1%[9.22 µM],12%,0%,11%,-5%
CCc1nc(SCC(=O)c2cccc([N+](=O)[O-])c2)n[nH]1,-3%,1%,12%,·,4%,17%,3%
c1ccc(-c2nnc(OCc3cccnc3)c3ccccc23)cc1,2%,8%,-16%,-35%[inhibitor],-2%,-9%[46 µM],0%
COc1ccc(NC(=O)c2ccc(C)o2)c([N+](=O)[O-])c1,-5%,18%,3%,7%[10 µM],4%,-2%,-18%
Cc1cc(C)c2c(c1)cc(C)c1nnc(SCC(=O)Nc3cc(C)on3)n12,3%,-3%,-20%,10%[10 µM],0%,?,-7%
CCN(C(=O)CSc1nnc(Nc2ccccc2C)s1)C1CCS(=O)(=O)C1 (stereo not drawn),0%,-2%,-7%,-15%[10 µM],10%,-1%,-1%
Nc1nc(NC(=O)/C=C/c2ccccc2)nn1-c1ccccc1,-6%,3%,-6%,-10%[10 µM],-8%,-4%,3%
c1ccc(Cn2ncc3c(N4CCCCC4)ncnc32)cc1,5%,-3%,-15%,-11%,-1%,10%,8%
CCOc1ccc(C2OC34CCCCC3C(C#N)(C#N)C2(C#N)C(=N)O4)cc1OC (stereo not drawn),-5%,6%,11%,-7%,?,?,?
CCN(CC)S(=O)(=O)c1cc(NC(=O)C(=O)c2c(-c3ccccc3)cc3ccccn23)ccc1C,-25%,-3%,?,-4%,?,?,-8%
COc1ccc(NC(=O)Cn2c(=O)sc3ccccc32)c(OC)c1,-3%,-2%,3%,8%,-8%[15.4 µM],5%,-12%
O=C(NCc1ccco1)C1CCC(N2C(=O)C3C4CCC(C4)C3C2=O)CC1 (stereo not drawn),13%,3%,2%,-14%,13%,·,1%
Cc1cc(-c2nn(-c3ccccc3F)cc2CN2CCC(O)CC2)c(C)s1,7%,4%,-9%[9.22 µM],-23%[10 µM],-7%,?,-4%
CSc1ccc(S(=O)(=O)N2CCN(Cc3ccc4c(c3)OCO4)CC2)cc1,-6%,-7%,2%,-17%[10 µM],0%,?,-7%
Cc1nc2ccc(S(=O)(=O)NCC(=O)N(C)Cc3ccco3)cc2s1,8%,-1%,-1%,3%[10 µM],-2%,-1%,-3%
O=C(Cc1ccccc1)NCc1ccc(F)cc1,-3%,0%,-1%,-10%[10 µM],3%,-7%,2%
O=C(Nc1nc2ccccc2[nH]1)C1CC1,5%,-7%,-10%,-62%[inhibitor],4%,-17%[9.22 µM],-10%
Nc1c(C(=O)NCCN2CCOCC2)c2nc3ccccc3nc2n1-c1cccc(F)c1,13%,4%,11%,-23%,?,-16%,23%
O=S(=O)(Nc1cccc(CCc2ccccn2)c1)c1ccc(Cl)cc1,-3%,-2%,-22%[9.22 µM],11%[10 µM],·,·,1%
CCN(CC)c1ccc(SS(=O)(=O)O)cc1,-30%&8%,3%&8%,29%&0%,13%&-38%,5%&-2%,12%&-8%,1%&-9%
Cc1ccc(CNCC(O)(c2ccccc2)c2ccc(F)cc2)cc1 (stereo not drawn),-3%,-3%,-5%,-3%,0%,?,-6%
CC(C)c1nc(SCC(=O)Nc2ccc3c(c2)OCCO3)n[nH]1,6%,2%,-10%,-17%,-5%,·,6%
Cc1nc2c(C(=O)NCc3ccc4c(c3)OCO4)c[nH]n2c(=O)c1Cc1ccccc1F,-7%,2%,?,12%,-9%,8%,2%
CCC(C)(C)C(=O)Nc1cccc(Cl)c1C,8%,2%,5%,·,-4%,?,4%
Cc1ccc(C(=O)NCC(=O)OCC(=O)Nc2ccc(Cl)cc2C(F)(F)F)cc1C,7%,-4%,3%,0%[0.074 µM],-11%,9%,4%
C/C(=N\Nc1nc2ccccc2[nH]1)c1ccc([N+](=O)[O-])cc1,5%,?,11%[9.22 µM],-14%[10 µM],·,·,-4%
CC(=O)C1=C(O)C(=O)N(Cc2ccco2)C1c1ccccc1F (stereo not drawn),4%,-23%,-12%,-16%,2%,·,-4%
CCN1CCCC1Cn1c(-c2ccccc2)nc2c(N(CCOC)CCOC)nc(C)nc21 (stereo not drawn),3%,·,·,3%,·,·,-2%
COc1ccc(CN(C)CC(=O)Nc2cc3oc4ccccc4c3cc2OC)c(OC)c1,0%,0%,-31%,·,-5%,?,-1%
